# Screening data deposited in PubChem by several laboratories.
# Kir21 inh – inhibitors of mouse Kir2.1 inward-rectifier potassium channel; Inward rectifier potassium channel 2 (Mus musculus), P35561; HEK293-Kir2.1, FluxOR thallium flux fluorescence; active compounds read low; B-score at 10 µM; 310,000 compounds, 0.85% hits; AID 1672, 2009;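 active = fluorescence ratio B-score at or below minus 3 SD of library scores, with starting-brightness B-score within 2 SD, cut at about -4.2 in these data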;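 also: channel flux triggered by added potassium and thallium sulfate stimulus; B-score of peak minus minimum fluorescence over baseline after thallium stimulus; more negative B-score means stronger Kir2.1 block with less thallium influx; some compounds called inactive have numbers as strong as hits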
# Target sequence (P35561 whole entry, looked up): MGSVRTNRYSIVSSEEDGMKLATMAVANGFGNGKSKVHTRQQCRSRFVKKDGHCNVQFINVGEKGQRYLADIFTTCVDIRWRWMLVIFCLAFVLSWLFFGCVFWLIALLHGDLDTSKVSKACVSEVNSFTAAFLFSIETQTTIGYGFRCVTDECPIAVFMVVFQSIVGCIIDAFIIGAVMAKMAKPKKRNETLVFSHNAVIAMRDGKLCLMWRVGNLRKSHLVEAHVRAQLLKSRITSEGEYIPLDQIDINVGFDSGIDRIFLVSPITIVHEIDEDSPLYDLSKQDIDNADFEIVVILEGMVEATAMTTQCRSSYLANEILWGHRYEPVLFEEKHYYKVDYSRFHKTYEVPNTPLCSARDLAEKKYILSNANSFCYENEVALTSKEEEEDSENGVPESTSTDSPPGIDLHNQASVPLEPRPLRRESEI
# KCNQ2 block – KCNQ2 potassium channel inhibitors, primary screen, cell-based, CHO-K1, FluxOR thallium flux, B-score (AID 2156) | B-score at 10 µM | Potassium voltage-gated channel subfamily KQT member 2 (Rattus norvegicus), O88943 | 20 min; active compounds read low | 310,000 compounds, 1.1% hits;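 active = fluorescence ratio B-score at most minus 3 library SDs, with starting brightness B-score within 2 library SDs, cut at about -5.5 in these data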
# STK33 inh – inhibitors of purified STK33 kinase, primary screen, biochemical, ADP-Glo luminescence, homogeneous, cell-free; MBP phosphorylation; inhibition, % at 10 µM; Serine/threonine-protein kinase 33 (Homo sapiens), Q9BYT3; 320,000 compounds, 0.073% hits;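 active = inhibition at or above 25%, using the most active replicate where run in duplicate; inactive = inhibition below 25%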
# Target sequence (Q9BYT3 whole entry, looked up): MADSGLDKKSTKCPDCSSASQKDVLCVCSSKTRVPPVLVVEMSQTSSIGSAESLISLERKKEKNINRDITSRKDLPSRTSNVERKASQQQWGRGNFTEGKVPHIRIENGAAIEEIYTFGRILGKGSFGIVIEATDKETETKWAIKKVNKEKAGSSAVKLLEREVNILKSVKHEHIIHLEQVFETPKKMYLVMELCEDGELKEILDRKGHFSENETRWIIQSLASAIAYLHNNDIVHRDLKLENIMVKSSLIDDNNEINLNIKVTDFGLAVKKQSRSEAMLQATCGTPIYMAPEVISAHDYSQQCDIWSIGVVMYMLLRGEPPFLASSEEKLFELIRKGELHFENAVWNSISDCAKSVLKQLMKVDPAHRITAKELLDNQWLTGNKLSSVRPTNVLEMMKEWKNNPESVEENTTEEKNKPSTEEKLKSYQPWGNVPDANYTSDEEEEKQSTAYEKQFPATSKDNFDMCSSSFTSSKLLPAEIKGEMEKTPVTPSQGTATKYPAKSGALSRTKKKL
# An asterisk follows results filed as active; i = inactive; x = no result given.
# Values in the order: Kir21 inh	KCNQ2 block	STK33 inh
COc1ccc(C(=O)N2CC3(C)CC2CC(C)(C)C3)cc1 (stereo not given)
→ 1.5	i	3.4
Nc1cc(=O)[nH]n1C1CCCCC1
→ -0.59	i	2.2
CCOC(=O)CN1C(=O)Nc2ccc(Br)cc2C1c1ccccc1 (stereo not given)
→ -1.6	i	-2.3
O=C(CCC1CCCC1)N=C1SC2CS(=O)(=O)CC2N1Cc1ccccc1 (stereo not given)
→ -1.6	i	1.0
Cc1ccnc(NC(c2ccncc2)c2c(C)[nH]c3ccccc23)c1 (stereo not given)
→ 1.1	i	-0.3
O=C1CC(O)(C(F)(F)F)Oc2c1ccc1ccccc21 (stereo not given)
→ 0.51	i	-0.5
Cn1c(NCc2ccccc2O)nc2ccccc21
→ 0.96	i	0.4
CCOC(=O)/C(C#N)=C\c1ccc(CC)s1
→ -0.47	i	0.0
COc1ccc(N2C(=O)C(CC(=O)Nc3ccccc3)N(Cc3ccc4c(c3)OCO4)C2=O)cc1 (stereo not given)
→ -0.16	i	0.6
O=C(CCCOc1ccccc1)n1nnc2ccccc21
→ -0.25	i	0.7
COC(=O)c1c(NC(=O)c2ccoc2C)sc(C)c1C
→ 0.78	i	-0.8
CCCCn1nnnc1SCC(=O)Nc1ccc(N(C)C)cc1
→ 0.02	i	-4.0
CC(C)CN1C(=O)c2ccc(C(=O)Nc3ccc(OCC(=O)O)cc3)cc2C1=O
→ -0.05	i	-0.4
Cc1ccc(-c2nnc(SCC(=O)N/N=C/c3ccccc3C(=O)O)n2-c2ccc(C)cc2)cc1
→ 0.32	i	0.0
COc1ccc(CN2CCN(c3ncccn3)CC2)c(C)c1C
→ -0.78	i	-1.3
CCCCCN=Cc1c(C)[nH]n(-c2nc3ccccc3s2)c1=O
→ 0.69	i	-6.3
O=C(CN1CCN(Cc2ccccc2Cl)CC1)N=Nc1c(O)[nH]c2ccccc12
→ 0.11	i	1.2
Cc1ccc(C(C(=O)NC2CCCC2)N2CCc3ccccc32)cc1 (stereo not given)
→ 0.02	i	-1.7
C/C(=N\OCC(=O)Nn1c(C)nc2ccccc2c1=O)c1cccs1
→ -0.32	i	-0.6
O=C(NC1CCCCC1)c1ccc(-c2ccc(Cl)cc2)o1
→ 1.2	i	x
CCOC(=O)CSc1nc(N)c(C#N)cc1C#N
→ 1.2	i	1.6
O=C(Nc1ccccc1)c1ccc(NCC2CCCO2)c([N+](=O)[O-])c1 (stereo not given)
→ -0.27	i	0.8
O=C(COC(=O)CCc1ccccc1)Nc1ccccc1OC(F)F
→ 1.9	i	0.3
CCCc1nnc(SCC(=O)N2CCOCC2)n1CC1CCCO1 (stereo not given)
→ -0.18	i	-1.0
CCC(C)/C(C)=N/NC(=O)c1ccc(CSc2nc3ccccc3s2)cc1 (stereo not given)
→ -0.11	i	0.3
CCN(CC(=O)NC(=O)NC1CCCCC1)Cc1ccccc1
→ -0.86	i	-1.4
O=C(c1cccs1)N1CCC(c2nc3c(nnn3Cc3ccccc3Cl)c(=O)[nH]2)CC1
→ -0.15	i	1.3
Cc1cccc(NC(=O)N(Cc2cc3cc(C)cc(C)c3[nH]c2=O)CC2COCCO2)c1 (stereo not given)
→ -1.2	i	-0.3
N/C(Cc1ccc(Cl)cc1Cl)=N\OC(=O)c1ccc(Br)o1
→ 2.6	i	-0.7
CN(C)C(=O)CCC(=O)N1CCCC(C(=O)c2ccc3c4c(cccc24)CC3)C1 (stereo not given)
→ -0.08	i	-0.7
CC1CCC(NC(=O)COC(=O)CSc2ccc(C(N)=O)cc2[N+](=O)[O-])CC1 (stereo not given)
→ -0.63	i	1.3
Cc1ccc(S(=O)(=O)N2CCc3ccccc3C2CN2C(=O)c3ccccc3C2=O)cc1 (stereo not given)
→ 1.8	i	0.1
O=C(CCN1C(=O)[C@@H]2Cc3ccccc3CN2C1=O)N[C@@H](C(=O)O)c1ccccc1
→ 0.48	i	-0.4
O=c1nccc(N/N=C/c2cccc(O)c2)[nH]1
→ 0.18	i	3.5
O=C(CSc1ncnc2c1cnn2-c1ccc(F)cc1)NCc1ccc2c(c1)OCO2
→ -3.4	i	0.7
CCOC(=O)C(C)(C)n1nnc(-c2ccc([N+](=O)[O-])cc2)n1
→ 1.1	i	0.4
CCC(=O)NC(=S)Nc1ccc(NC(=O)c2ccco2)c(Cl)c1
→ -0.53	i	-2.2
Cc1nc(N=C(N)N)nc2c(C)cccc12
→ -1.9	i	0.1
Cn1c(=O)c2c(-c3ccccc3)n(Cc3ccccn3)cc2n(C)c1=O
→ 0	i	2.1
Cc1ccc2nc(-c3ccc(Br)cc3)cn2c1
→ -0.2	i	-1.4
S=C(Nc1ccccc1)N1CCN(Cc2ccccc2)CC1
→ 1.1	i	-0.2
CC(C)[C@@H](C(=O)O)N(Cc1cccc(CN([C@H](C(=O)O)C(C)C)S(C)(=O)=O)c1)S(C)(=O)=O
→ -0.57	i	-0.9
COCCNC(=O)CN(C(=O)Cn1nnc2ccccc21)c1ccc(C)cc1
→ 0.1	i	-1.7
O=C(CSc1nc(O)cc(=O)[nH]1)N1CCCc2ccccc21
→ 1.8	i	-0.3
Cc1cc(C)n2nc(SCc3nnc(-c4ccc(F)cc4)o3)nc2n1
→ -1.6	i	-0.5
Cc1ccc(S(=O)(=O)CCC(O)c2ccc(Cl)cc2)cc1 (stereo not given)
→ 0.38	i	-0.9
N=C1SCC(=O)N1/N=C/c1ccccc1
→ 1.2	i	-1.4
O=C(NCc1ccc(Cl)cc1)C1CCN(S(=O)(=O)c2ccccc2)CC1
→ 1.2	i	-1.6
Cc1cc(C)c(C)c(S(=O)(=O)NCc2ccncc2)c1C
→ -0.58	i	-0.6
CCOC(=O)C1CCN(C(=O)COC(=O)c2nc3nc(C)cc(C)n3n2)CC1
→ 0.07	i	-1.1
Cc1nc2cc(NC(=O)NCc3ccco3)ccc2n1C
→ -0.61	i	-1.5
COCc1cc(C)n(CC(=O)N2CCCC2)c(=O)c1C#N
→ 0.95	i	-0.9
COc1ccc(Cl)cc1N(CC(=O)Nc1cccc(SC)c1)S(C)(=O)=O
→ -0.08	i	-0.9
Cc1cccc(OCCC(=O)OCC(=O)Nc2c(C)nn(-c3ccccc3)c2C)c1
→ -0.41	i	0.3
CCCc1c(C(=O)Nc2ccc(F)cc2F)cnn1-c1ccccc1
→ -0.01	i	-0.5
C=CCn1c(=NC(=O)c2ccc(S(=O)(=O)N3CCCC3)cc2)sc2cc(NC(C)=O)ccc21
→ -0.35	i	-1.6
CC1(C)CC(=O)C(N=Nc2c(F)cccc2F)=C(O)C1
→ -1	i	-0.6
Cc1ccc(/C=C2/C(=N)N3N=C(CC(=O)N4CCCC4)SC3=NC2=O)cc1
→ 0.29	i	-0.4
CCc1nn(CC(=O)N2CCN(CC)CC2)c(=O)c2cc3sccc3n12
→ 0.18	i	-0.7
Cc1occc1-c1nnc(SCC(=O)NC(C)(C)C)n1CC(C)C
→ 0.04	i	0.1

# Reformatted bar-delimited: entries from further up.
compound | Kir21 inh | KCNQ2 block | STK33 inh
C=CCn1c(=NC(=O)c2ccc(S(=O)(=O)N3CCCC3)cc2)sc2cc(NC(C)=O)ccc21 | -0.35 | i | -1.6
S=C(Nc1ccccc1)N1CCN(Cc2ccccc2)CC1 | 1.1 | i | -0.2

# Carrying on.
# Values in the order: Kir21 inh	KCNQ2 block	STK33 inh
Cc1ccc2oc(C(Cl)(Cl)Cl)cc(=O)c2c1
→ -0.15	i	-1.4
Cc1cc[n+](-c2[nH]c(=O)sc2/C=N/NC(=O)c2ccccc2[O-])cc1C
→ -0.74	i	0.4
COc1cccc(C(C#N)N2CCOCC2)c1 (stereo not given)
→ 1.1	i	-0.4
O=C(/C=C/c1ccccc1)Nc1ccc(N2CCCCC2)cc1
→ 0.23	i	-0.4
CCc1ccc2[nH]c(=O)c(CN(CCO)C(=O)NCc3ccccc3)cc2c1
→ 1.2	i	-0.3
Cc1nnc(SCC(=O)NC2CCCCCC2)n1C
→ -0.99	i	-0.6
COc1ccc(OC)c(S(=O)(=O)N2Cc3ccccc3CC2C(=O)Nc2nccs2)c1 (stereo not given)
→ 0.62	i	-2.0
O=C1CCCN2N=C(SCC(=O)Nc3ccc(Cl)cc3)SC2=N1
→ 0.04	i	0.9
CC1Cc2cc(S(=O)(=O)N3CCC(C(=O)Nc4ccccn4)CC3)ccc2N1C(=O)C1CCC1 (stereo not given)
→ -0.49	i	-1.1
COc1ccc(Nc2nc(N)nc(CCl)n2)cc1
→ -0.66	i	0.2
O=C(COC(=O)CCNS(=O)(=O)c1ccc(Cl)cc1)NCc1ccco1
→ -0.3	i	-0.1
COc1ccc(CN(CC(=O)NC(C)C)C(=O)CCC(=O)Nc2nccs2)cc1
→ -0.59	i	-1.3
COC(=O)C(C)Oc1ccc2c(-c3cccc([N+](=O)[O-])c3)cc(=O)oc2c1 (stereo not given)
→ -0.28	i	5.5
COC(=O)N/N=C\c1cccc(OC(=O)c2cccs2)c1
→ 0.6	i	1.6
Cc1ccc(C)c(C(=O)C(C)Sc2nc3nn(-c4ccccc4)c(=O)c-3c3n2CCCCC3)c1 (stereo not given)
→ 2.2	i	-3.5
Cc1ccc(S(=O)(=O)NCc2ccc(C(=O)N3CCCC3)cc2)cc1
→ -2.4	i	-1.5
O=C1CCC(=O)N1CC(O)COc1ccccc1 (stereo not given)
→ 1.6	i	-0.6
CCN1CCCC1CNC(=O)CCc1nc(-c2ccc(C)cc2)no1 (stereo not given)
→ -0.26	i	-0.6
O=C(Nc1cccc(O)c1)c1cccc(NC(=O)c2cccs2)c1
→ -0.45	i	3.2
COc1ccc(Cl)cc1NC(=O)COC(=O)CCCN1C(=O)c2ccccc2C1=O
→ -0.84	i	-0.1

# Arranged by value in STK33 inh (lowest first): some entries from above
mol,Kir21 inh,KCNQ2 block,STK33 inh
Cc1ccc(S(=O)(=O)NCc2ccc(C(=O)N3CCCC3)cc2)cc1,-2.4,i,-1.5
Cc1ccc2oc(C(Cl)(Cl)Cl)cc(=O)c2c1,-0.15,i,-1.4
COc1ccc(CN(CC(=O)NC(C)C)C(=O)CCC(=O)Nc2nccs2)cc1,-0.59,i,-1.3
CCN1CCCC1CNC(=O)CCc1nc(-c2ccc(C)cc2)no1 (stereo not given),-0.26,i,-0.6
O=C1CCCN2N=C(SCC(=O)Nc3ccc(Cl)cc3)SC2=N1,0.04,i,0.9

# More structures follow:
# Values in the order: Kir21 inh	KCNQ2 block	STK33 inh
CC(C)NCC(O)c1ccc(NS(C)(=O)=O)cc1 (stereo not given)
→ 2.8	i	-0.1
COc1ccc(NC(=O)CSc2nc(O)cc(=O)n2-c2ccccc2OC)cc1
→ -0.58	i	0.6
CC(=O)Nc1nc(C)c(CCC2OCCO2)c(=O)[nH]1
→ 0.88	i	-2.3
Cc1ccc(-c2nn3c(C)nnc3c3ccccc23)cc1S(=O)(=O)NC(C)(C)CO
→ -0.7	i	0.1
COc1ccc(NC(=O)C2CCC(CNc3c(N4CCCCC4)c(=O)c3=O)CC2)cc1OC (stereo not given)
→ 0.54	i	-2.7
Cc1ccc(OCCCn2c(=O)sc3ccccc32)cc1
→ -0.45	i	-0.4
CCCCN(C(=O)c1cc(S(=O)(=O)N2CCCCCC2)ccc1OC)c1c(N)n(CCC)c(=O)[nH]c1=O
→ 1.2	i	0.7
CCCCNC(=O)OC(C)CNC(=O)OC (stereo not given)
→ -0.96	i	0.2
O=C(CN1c2ccccc2Sc2ccccc21)NNC(=S)Nc1ccc(Cl)cc1
→ 0.07	i	-0.9
Cc1cc(=O)oc2cc(OC(C)C)ccc12
→ 2.9	i	-0.5
CCOC(=O)N1CCC(NC(=O)C2CCCN(Cc3nc(-c4cccc(C)c4)oc3C)C2)CC1 (stereo not given)
→ -0.28	i	-1.1
CN(C)CCCNC(=O)/C=C/c1ccc2c(c1)OCO2
→ -0.07	i	0.2
Cn1c(=O)c2c(nc(N3CCN(C(=O)c4ccco4)CC3)n2CCSc2ncccn2)n(C)c1=O
→ -2.2	i	-0.6
COc1ccc(C(CNC(=O)CNC(=O)c2ccccc2Cl)N2CCCC2)cc1 (stereo not given)
→ -0.03	i	-1.9
O=C(C[n+]1cc(-c2ccc(Cl)cc2)n2c1CCC2)Nc1nc(-c2ccccc2)cs1
→ -0.84	i	0.9
CSc1n[nH]c(-c2sccc2OCc2ccc(C)cc2)n1
→ 0.18	-6.1*	1.7
Cn1c(=O)n(CC(N)=O)c(=O)c2c1nc1n2CCCN1Cc1ccccc1
→ -0.15	i	-0.3
O=C(COC(=O)C1CCN(c2ccc(C(F)(F)F)cn2)CC1)Nc1ccc(Cl)cc1
→ 0.05	i	-1.0
Cc1ccc(C(=O)OCC(=O)Nc2sccc2C(N)=O)cc1NC(=O)c1ccco1
→ 1.1	i	-0.6
CC(/C=N/NC(=O)c1cccnc1)=C\c1ccco1
→ 1.9	i	2.0
Cc1ccc(OCC(=O)Nc2ccc(CN3CCOCC3)cc2)cc1
→ 0.11	i	-0.9
CC(CN1CCOCC1)OC(=O)C1COc2ccccc2O1 (stereo not given)
→ 2.1	i	x
Cc1cccc(C(=O)NCC(=O)OCC(=O)N2CCc3ccccc32)c1
→ -0.45	i	-0.5
COc1ccccc1CNC(=O)CCc1cn(C)c2ccccc12
→ -0.67	i	-1.3
COc1ccccc1/C=C(\NC(=O)c1ccccc1)C(=O)NCc1ccco1
→ 3.9	i	-0.1
C=C(C)c1cccc(C(C)(C)NC(=O)N2CCN(CC)CC2)c1
→ -1.3	i	1.0
